High-throughput results deposited in PubChem by several laboratories.
HIF-2a inh: HIF-2a inhibition | inhibition, % at 18.8 µM | 360,000 tested, 0.72% active | 786-0 RCC cells HIF-2a reporter, luciferase luminescence, overnight;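 active means inhibition of the luminescence signal of 40% or more relative to plate controls, in a single-dose primary screen at 18.75 µM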
KKLEB cytotox: reduces viability of KKLEB cystic fibrosis airway cells. KKLEB CF airway cells viability, ATPlite luminescence, overnight; active compounds read low; cells stimulated with P. aeruginosa culture filtrate. activity change (cytotoxicity), % at 5 µM. 360,000 tested, 0.36% active. AID 602141;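 active means corrected activity change at or below -50% at 5 µM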
CF NFkB block: cystic fibrosis NF-kB activation inhibition | KKLEB NF-kB-GFP reporter, PAF-induced, GFP fluorescence overnight | inhibition, % at 5 µM | 360,000 tested, 0.86% active | AID 588850;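 active means at least 50% inhibition at 5 µM, scaled per plate between neutral and stimulator controls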;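 further: PAF is a Pseudomonas aeruginosa culture filtrate used as stimulus; plate controls were PAF-stimulated DMSO wells for no effect and unstimulated DMSO wells for full effect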
Shn3 3UTR inh: reduces Shn3 3'UTR luciferase signal in osteoblasts; Clone20 osteoblast Shn3 3'UTR firefly luciferase, 24 h; inhibition, % at 12.5 µM; 360,000 tested, 0.52% active;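 active means mean inhibition of at least 75% with every replicate also reaching 75%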;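 further: 0% = median of neutral control wells and 100% = pilot-screen positive control compound; some compounds past the cut are filed as inactive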
NR2E3 ag-1: agonists of human nuclear receptor NR2E3; Q9Y5X4; GST-NR2E3/biotin-RetCOR TR-FRET, 1536-well; inhibition of corepressor binding, % at 4.78 µM; 320,000 tested, 0.12% active; AID 2300;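 active means percent inhibition above the cutoff of mean plus 3 SD of all tested compounds, set per screening campaign, cut at about 20% in these data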;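 further: 0% = DMSO wells and 100% = biotin wells as full block of FRET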
Target sequence (Q9Y5X4 whole entry, looked up): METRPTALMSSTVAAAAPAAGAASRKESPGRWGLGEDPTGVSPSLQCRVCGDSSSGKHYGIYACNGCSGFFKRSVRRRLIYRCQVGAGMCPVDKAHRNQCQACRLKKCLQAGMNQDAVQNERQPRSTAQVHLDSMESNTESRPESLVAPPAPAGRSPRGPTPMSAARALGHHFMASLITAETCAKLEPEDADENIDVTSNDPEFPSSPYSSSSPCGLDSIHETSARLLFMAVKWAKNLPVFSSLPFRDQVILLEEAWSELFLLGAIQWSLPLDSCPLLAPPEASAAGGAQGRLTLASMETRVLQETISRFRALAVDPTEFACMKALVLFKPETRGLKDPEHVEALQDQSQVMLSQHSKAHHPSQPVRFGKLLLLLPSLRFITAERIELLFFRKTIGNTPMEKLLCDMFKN
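System: GST-tagged NR2E3 plus biotinylated RetCOR corepressor; Buffer or medium: pH 7.5 Tris-based buffer; Probe or stimulus: RetCOR corepressor, biotinylated, 7 nM; Doses: compound at 4.8 µM, single dose; Schedule: 5 h incubation at 4 °C; Technique: time-resolved FRET; Evaluation: percent inhibition of TR-FRET ratio; Replication: one well per compound, singlicate testing.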
TROY NFkB inh: inhibitors of TROY-dependent NF-kB signaling; Q293 LMP1-TROYcd NF-kB luciferase reporter, 4 h; inhibition, % at 10 µM; 360,000 tested, 0.98% active; AID 1347056;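 active means compounds whose plate-normalised and pattern-corrected inhibition of the luciferase reporter signal at the single screening dose is 50% or more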
MITF TRPM1 inh: MITF TRPM1 promoter inhibition in SK-MEL-5 cells | SK-MEL-5 TRPM1 promoter luciferase, 24 h | 330,000 tested, 0.83% active | inhibition, % at 12.5 µM;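 active means mean inhibition across replicates of 60% or more, whatever share of single replicates reaches that level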; further: values of inactives mirror those of a sister screen read the other way
TRAIL sens C8: caspase-8 TRAIL sensitization; NB7+C8 cells + TRAIL, ATPlite viability luminescence; inhibition (viability loss, TRAIL sensitization), % at 10 µM; 360,000 tested, 1% active; AID 624354;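 active means compounds causing at least 50% loss of cell viability in the single-dose screen, relative to plate controls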
NR2E3 ag-2: activates human NR2E3 receptor; CHO-S Gal4-NCOR/VP16-NR2E3 two-hybrid, luciferase; inhibition of corepressor binding, % at 3.98 µM; 360,000 tested, 0.35% active; AID 602229;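 active means inhibition above the mean of all tested compounds plus 3 SD, cut at about 70% in these data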;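 further: 0% = DMSO with NR2E3 transfected cells and 100% = cells lacking NR2E3 construct; higher means lower luciferase signal from less NR2E3 corepressor binding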
Peg3 promoter: inhibitors of Peg3 promoter; HeLa PEG-Prom luciferase reporter, luminescence, overnight; inhibition, % at 20 µM; 360,000 tested, 1.7% active; AID 588405;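 active means inhibition of at least 50% at 20 µM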
TWEAK Fn14 block: TWEAK-Fn14 signaling inhibition. TWEAK-stimulated Fn14 reporter cells, luciferase luminescence, 8 h. inhibition, % at 10 µM. 360,000 tested, 2% active; in the data active means inhibition above about 50%
* marks the source's active call; other numbers are inactive results; nt = no result given.

Values in the order: HIF-2a inh | KKLEB cytotox | CF NFkB block | Shn3 3UTR inh | NR2E3 ag-1 | TROY NFkB inh | MITF TRPM1 inh | TRAIL sens C8 | NR2E3 ag-2 | Peg3 promoter | TWEAK Fn14 block
1. Cc1sc2ncnc(N3CCC(C(=O)Nc4ccc(OC(F)F)c(Cl)c4)CC3)c2c1C
  8 | -4 | 10 | 6 | nt | 51* | 1 | -15 | -7 | 18 | 25
2. Cc1ccc(/C=C2\SC(=S)N(CCC(=O)NNC(=O)c3cccc(O)c3)C2=O)cc1
  -1 | 4 | -32 | 13 | -2 | 9 | 2 | 31 | 10 | -64 | 0
3. O=C(NCC1CCCN1S(=O)(=O)c1cccs1)C(=O)Nc1ccccc1 (stereo unspecified)
  -72 | 13 | 1 | -19 | 1 | -58 | -29 | 3 | -31 | -73 | -11
4. O=C(CSCCO)N1CCc2ccccc21
  10 | 4 | -18 | 12 | 2 | 6 | -3 | 10 | 1 | 4 | 1
5. CCOc1cc(C(=O)Nc2cc(C(=O)OC)ccc2C)ccc1OCC(=O)N1CCOCC1
  -5 | -13 | 18 | 14 | 1 | 12 | -4 | 0 | -15 | 8 | -2
6. Cc1ccc(Cl)cc1NC(=O)CCC(=O)NCc1ccco1
  21 | 0 | -4 | 3 | -1 | -2 | 3 | 3 | -1 | 6 | 0
7. Cc1ccccc1Nc1nc(N)nc(COC(=O)c2cccc(S(=O)(=O)N(C)c3ccccc3)c2)n1
  24 | 7 | 5 | -15 | 0 | 21 | -14 | -11 | 11 | 23 | 20
8. Cc1ccccc1Nc1nc(N)nc(CSc2nc3ccccc3c(=O)n2CCCO)n1
  6 | -11 | 2 | 3 | 2 | -7 | -20 | -18 | 6 | 19 | 1
9. CCn1c(C)cc(O)cc1=O
  15 | 0 | 3 | 12 | -4 | 9 | 5 | -9 | -8 | 7 | 5
10. COc1cc(/C=N/NC(=O)C2(O)c3ccccc3-c3ccccc32)ccc1O
  13 | 11 | -1 | -8 | 4 | -21 | 6 | -1 | 10 | 18 | -5
11. Cc1cccc(N2CCN(C(=O)c3cc4cc(F)ccc4[nH]3)CC2)c1C
  -39 | -11 | 8 | 20 | 0 | 17 | 0 | 16 | -22 | 9 | 2
12. CC(=O)c1cccc(NC(=O)c2cc3nc(C)cc(C)n3n2)c1
  -238 | 1 | -3 | -82 | 2 | -32 | -75 | 9 | -79 | -230 | -4
13. COc1ccc(Cl)cc1N1C(=O)c2cccnc2C1=O
  2 | 2 | -30 | 8 | -3 | -7 | 9 | -9 | -15 | 5 | -11
14. O=C(NN=Cc1ccc(OC(F)F)cc1)c1ccc(NS(=O)(=O)c2cccs2)cc1
  -83 | -6 | 3 | -30 | nt | -39 | -35 | 20 | 1 | -61 | -35
15. O=C(CSc1nnc(-c2ccccc2)o1)N1CCCCC1
  -143 | 0 | 7 | -29 | 3 | -27 | -49 | -2 | -84 | -237 | 10
16. CC(=O)NCCc1nc2cc(NC(=O)c3ccccc3)ccc2n1C
  -156 | 4 | -1 | -21 | -3 | -35 | -69 | 15 | -26 | -39 | -14
17. O=C(NNS(=O)(=O)c1ccc(Cl)cc1)c1cccs1
  12 | -3 | 5 | 3 | 1 | -11 | 3 | -12 | 7 | 4 | 1
18. CCOC(=O)C1CCN(C(=O)Cn2nc(C)n3nc(-c4ccc(OC)cc4)cc3c2=O)CC1
  5 | -6 | 30 | 9 | 0 | -13 | -10 | 3 | -21 | -21 | -11
19. O=C(COc1ccccc1[N+](=O)[O-])Nc1cccnc1
  -262 | 15 | -3 | -58 | -2 | -21 | -54 | 6 | -28 | -199 | -28
20. S=C(NCCc1ccccc1)N1CCCCC1
  -181 | 2 | 2 | -105 | -1 | -37 | -32 | 2 | -69 | -155 | -8
21. COCCNC(=O)CN(C(=O)CCC(=O)Nc1cc(C)on1)c1cccc(C)c1C
  9 | 0 | -29 | 0 | 2 | 20 | -11 | 1 | -10 | 2 | 2
22. Cc1[nH]n(-c2ccccc2)c(=O)c1N=Nc1ccc(Cl)cc1
  1 | 11 | -19 | -15 | 0 | -17 | 5 | 2 | -29 | -8 | -19
23. COc1cc(C(=O)NCCC(=O)N2CCN(C)CC2)cc(OC)c1OC
  21 | 9 | 1 | -4 | 4 | 2 | 10 | 12 | 3 | 5 | 15
24. COc1ccc(S(=O)(=O)NC(=O)C2(C)CCN2C(=O)c2ccc(C(F)(F)F)nc2C)cc1 (stereo unspecified)
  8 | -8 | -33 | 3 | nt | -20 | nt | 1 | 18 | -12 | 0
25. CN(CC1CCOCC1)C(=O)CC1C(=O)NCCN1CC1CCCCC1 (stereo unspecified)
  8 | 8 | 5 | -1 | 0 | -16 | -12 | 2 | -27 | 0 | 5
26. CC1CN(C(=O)CCC(=O)N2CCCCC2)c2ccccc2O1 (stereo unspecified)
  -2 | 4 | -44 | -18 | 1 | 2 | 3 | 5 | -26 | 2 | 10
27. C[N+](C)=C1SCC(C)(/C=N/O)S1 (stereo unspecified)
  15 | -5 | 6 | -3 | 2 | -8 | 6 | -4 | -30 | 3 | -4
28. O=C(NCCNC1CCC(c2ccccc2)CC1)c1cccs1 (stereo unspecified)
  14 | 3 | 8 | 20 | 0 | 9 | -3 | 31 | -6 | 2 | -6
29. Cc1c(CCO)c(=O)n(-c2ccccc2)n1S(=O)(=O)c1ccc(F)cc1
  15 | 3 | 8 | -4 | -2 | -2 | -1 | -10 | -1 | 8 | -14
30. CN(C)c1ccc(/C=C2\N=C(C(C)(C)C)OC2=O)cc1
  -11 | -2 | 2 | -29 | 0 | 5 | -7 | 7 | -14 | 4 | 13

Values by screen from above.
Shn3 3UTR inh, nos. 21–30: 0, -15, -4, 3, -1, -18, -3, 20, -4, -29

Later entries
Values in the order: HIF-2a inh | KKLEB cytotox | CF NFkB block | Shn3 3UTR inh | NR2E3 ag-1 | TROY NFkB inh | MITF TRPM1 inh | TRAIL sens C8 | NR2E3 ag-2 | Peg3 promoter | TWEAK Fn14 block
31. CCN1C(=O)CSC1=Nc1ccc(Cl)c(Cl)c1
  -5 | -5 | 8 | 9 | -1 | 31 | -4 | -25 | 6 | 14 | 0
32. CN(CC(=O)Nc1ccc(C(N)=O)cc1)S(=O)(=O)c1ccc2c(c1)OCCO2
  -2 | -9 | -29 | 20 | nt | 4 | 4 | -14 | 10 | -17 | -6
33. O=C(O)C(CCc1ccccc1)(Cc1ccccc1)C(=O)O
  10 | 4 | 11 | 9 | nt | -4 | 11 | -8 | -27 | -10 | 0
34. CCOC(=O)C1CCN(CC(=O)Nc2cc(C)nn2-c2nc3ccccc3s2)CC1
  12 | -6 | 3 | -7 | nt | -4 | 3 | 1 | 10 | 25 | 21
35. COc1ccc(/C=C/C(=O)c2ccncc2)c2ccccc12
  19 | -12 | 13 | 46 | -2 | 8 | 6 | 14 | -13 | 23 | -2
36. Cc1ccc(S(=O)(=O)NCCC(=O)NCCSc2ccc(Br)cc2)cc1
  -11 | -8 | -2 | 1 | 1 | 0 | -2 | 11 | -27 | -14 | -7
37. O=C(Nc1ccc(Oc2cccnc2)cc1)C1CCCCN1Cc1ccc(CO)o1 (stereo unspecified)
  16 | -3 | -8 | 7 | 3 | 2 | 11 | 9 | -17 | 20 | 6
38. CC(NS(=O)(=O)c1ccccc1)c1n[nH]c(=S)n1-c1ccccc1 (stereo unspecified)
  17 | 5 | -11 | 11 | 1 | 19 | 5 | -19 | -8 | 8 | -1
39. Cc1nc2ccccc2c(=O)n1NC(=O)c1ccc([N+](=O)[O-])cc1Cl
  8 | -8 | -9 | 7 | 3 | -14 | -9 | -9 | -14 | 6 | 0
40. COC(=O)c1c(NC(=O)C2C3C=CC(CC3)C2C(=O)O)sc(C)c1C (stereo unspecified)
  9 | 5 | 4 | -12 | 1 | 2 | 6 | 2 | -11 | -1 | 16
41. Nc1nc(N)nc(Cc2ccccc2O)n1
  7 | -7 | 14 | 13 | 4 | -6 | 2 | -13 | -6 | -3 | -16
42. O=C(CSc1nc(C2CCCCC2)n(-c2ccccc2)n1)NCC(F)(F)F
  10 | 0 | -1 | -5 | -1 | -15 | 9 | -3 | -14 | 15 | -10
43. CCCCn1c(=O)[nH]c(=O)c2c1nc(-c1cc(Cl)c(OC)c(OC)c1)n2C
  8 | 6 | 7 | -1 | 2 | 17 | -2 | 0 | -1 | 12 | 28
44. O=C(CN1CCOCC1)Nc1ccccc1Sc1ccc(Cl)cc1
  21 | 2 | 0 | 4 | 3 | -14 | -7 | 7 | 15 | 36 | 7
45. O=C(CN1C(=O)NC2(CCCCC2)C1=O)Oc1ccc2ccc(=O)oc2c1
  7 | 10 | -18 | 15 | 2 | -9 | 0 | 3 | -10 | -1 | 11
46. CC(C)NC(=O)CC1Nc2c3ccccc3nc(=S)n2C1=O (stereo unspecified)
  -1 | 11 | -3 | 4 | 3 | 6 | 2 | -1 | -17 | -4 | -3
47. Cc1cc(C)cc(N2CCCn3c2nc2c3c(=O)n(CCN3CCOCC3)c(=O)n2C)c1
  1 | 2 | 4 | 2 | -2 | -8 | 36 | 8 | 1 | 12 | -18
48. O=C(Nc1ccc(Cl)c(Cl)c1)N1CCC(N2CCCCC2)CC1
  8 | -5 | 5 | 2 | 1 | 7 | -5 | -10 | 2 | 5 | 0
49. CC(C)[C@H](NC(=O)c1ccc(Cl)cc1)C(=O)OCC(=O)N1CCN(c2ccccc2)CC1
  0 | 1 | -11 | 17 | nt | -4 | 8 | 6 | 23 | 16 | -13
50. O=C(CNC(=O)c1ccccc1F)NCC(c1cccs1)N1CCOCC1 (stereo unspecified)
  -7 | -35 | -49 | -13 | 0 | 0 | -7 | -12 | -9 | 6 | -2
51. CC(C)COC(=O)N1CCCCC1c1cc(C(=O)NC(C)C)no1 (stereo unspecified)
  7 | 7 | 15 | -4 | nt | 2 | nt | -1 | 15 | 9 | 3
52. CCOC(=O)c1cnc(SCC(=O)NCc2ccco2)nc1N
  -2 | -5 | -13 | 8 | 0 | 2 | 5 | -7 | -21 | -2 | 2
53. CCOc1ccc(Br)cc1CSC(=N)N
  4 | 7 | 1 | 67 | -2 | 5 | 4 | 10 | 7 | 1 | 19
54. CCCCC(OC(=O)c1cc2occc2n1C)C(=O)NCC1CCCO1 (stereo unspecified)
  9 | -5 | 3 | -8 | 2 | 5 | 3 | 1 | -4 | -4 | 5
55. COc1cc2nc(NC(=O)c3ccc(Cl)cc3)[nH]c(=O)c2cc1OC
  -10 | 6 | -7 | 0 | -2 | 6 | -14 | 18 | -18 | 6 | 16
56. O=C(N/N=C/c1cn(CCOc2ccccc2)c2ccccc12)c1ccncc1
  -6 | 0 | -13 | 3 | -1 | -29 | -12 | -7 | 9 | -15 | 0

Only part of the results is shown; the hit share may differ from the screen's.
